RAD54 branch: blocks human RAD54 Holliday junction branch migration. hit rate 0.14% among 360,000. AID 602329. FAM/BHQ fluorescence. Q92698. inhibition, % at 10.4 µM;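 active = mean normalized replicate activity at least 40 and at least half of replicates scoring 40 or more; inconclusive = only one of the two criteria met; inactive = mean below 40 and under half of replicates reaching 40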;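 also: 0% = median of neutral control wells and 100% = median of positive control wells; inhibitors cause a drop in the FAM fluorescence signal; in these data hits start at about 50%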
Target sequence (Q92698 whole entry, looked up): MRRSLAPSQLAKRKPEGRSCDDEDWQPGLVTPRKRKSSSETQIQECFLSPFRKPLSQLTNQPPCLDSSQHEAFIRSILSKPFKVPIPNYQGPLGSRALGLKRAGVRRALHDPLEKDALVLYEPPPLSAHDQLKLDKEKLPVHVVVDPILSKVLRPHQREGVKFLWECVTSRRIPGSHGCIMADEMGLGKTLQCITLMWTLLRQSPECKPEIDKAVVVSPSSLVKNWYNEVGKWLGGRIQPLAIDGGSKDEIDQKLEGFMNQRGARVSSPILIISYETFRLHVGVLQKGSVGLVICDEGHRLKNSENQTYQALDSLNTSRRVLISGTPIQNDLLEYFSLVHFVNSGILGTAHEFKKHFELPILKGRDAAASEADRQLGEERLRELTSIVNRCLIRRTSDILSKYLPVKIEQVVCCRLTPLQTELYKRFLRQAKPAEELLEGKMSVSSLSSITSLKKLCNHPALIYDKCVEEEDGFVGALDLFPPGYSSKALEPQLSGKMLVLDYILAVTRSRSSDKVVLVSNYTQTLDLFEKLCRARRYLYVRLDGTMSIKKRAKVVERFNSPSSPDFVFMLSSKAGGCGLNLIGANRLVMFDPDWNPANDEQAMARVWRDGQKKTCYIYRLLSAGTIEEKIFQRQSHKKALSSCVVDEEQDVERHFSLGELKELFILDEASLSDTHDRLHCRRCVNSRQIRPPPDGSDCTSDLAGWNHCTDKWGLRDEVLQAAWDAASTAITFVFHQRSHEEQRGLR
esBAF inh: inhibitors of esBAF chromatin remodeling in mouse ES cells; Bmi1-luciferase knock-in reporter, 24 h; 100% = twice the neutral-well signal; hit rate 2% among 350,000; reporter increase, % at 12.5 µM; in the data active = activation above about 40%; inconclusive = no clear call, values can overlap the other calls;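 also: 0% = median of the plate's neutral control wells and 100% = double that signal; a rise in the Bmi1 reporter signal indicates esBAF inhibition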
* hit, by the source's call; u = inconclusive.

SMILES | RAD54 branch | esBAF inh
CCn1c(N)c(C(=O)NC2CCCCC2)sc1=S | -10 | 4
CCCC(C)C(=O)Nc1ccc(NC(C)=O)cc1 (centres undefined) | -5 | -9
COc1cccc2cc(C(=O)N(Cc3ccccc3)CC3CCCO3)c(=O)oc12 (centres undefined) | 2 | -1
COc1cc(Cl)c(C)cc1NC(=O)CCCN1C(=O)CCC1=O | -4 | -8
Oc1ccccc1/C=N/Nc1nccnc1Cl | 2 | -29
CCCNC(=S)N1CCC(NC(=O)C2CCCCC2)CC1 | -4 | 4
COc1ccc(C2NCCn3cccc32)cc1 (centres undefined) | -2 | 11
Cn1c(N)c(C#N)c(C#N)c1-c1ccccc1 | -9 | -9
Cc1c(N2C(=O)C(C)SC23C(=O)Nc2ccccc23)c(=O)n(-c2ccccc2)n1C (centres undefined) | -8 | 0
N#Cc1cccc(NC(=O)Cn2cnc(S(=O)(=O)N3CCOCC3)c2)c1 | -2 | 4
COC(=O)c1ccc2c(c1)NC(=O)C(N1CCCCC1)S2 (centres undefined) | 5 | 6
CC(C)(C)c1cc(CNC2CS(=O)(=O)C[C@@H]2O)cc(C(C)(C)C)c1O (some centres undefined) | -6 | -6
CC1CCc2cc(F)ccc2N1C(=O)CN1C(=O)c2ccccc2C1=O (centres undefined) | 7 | 0
Cc1cc(C)c2c(=O)n(-c3ccccc3)[nH]c2n1 | 1 | 26
O=C(CSc1ccc(Cl)cc1)NC1CCCC1 | 0 | -3
COC(=O)/C(=C\Nc1ccc(Cl)cc1Cl)NC(=O)c1ccccc1 | -1 | -2
CCCC(c1nnnn1C1CCCCC1)N1CCN(c2ncccn2)CC1 (centres undefined) | -8 | -1
CCOC(=O)c1cc2ccc(OC)cc2oc1=O | 3 | 34
Cc1ccc(C23CC4CC(CC(NC(=O)NC(C)(C)CO)(C4)C2)C3)cc1 | 3 | 8
c1ccc(CN2CCN(c3nc(NCc4ccco4)c4ccccc4n3)CC2)cc1 | 13 | -11
c1ccc2c(c1)C(=NC1CCCCC1)NC2=NC1CCCCC1 | 2 | -11
Cc1ccc2cc(CN(CC3CCCO3)C(=O)NC3CCCCC3)c(=O)[nH]c2c1C (centres undefined) | -3 | -21
CCCn1c(C)cc(/C=C(\C#N)C(=O)OCC(=O)NC(=O)NCC)c1C | 5 | 12
O=C1c2[nH]nc(-c3ccccc3O)c2C(c2ccccc2)N1Cc1ccco1 (centres undefined) | -2 | -6
CCOc1ccccc1N1CC(C(=O)N2CCc3ccccc3C2)CC1=O (centres undefined) | -1 | 3

Additional entries.
SMILES | RAD54 branch | esBAF inh
COc1ccc2c(c1)c(=O)cc(-c1ccccc1)n2C | -8 | 8
CC(C)(C)c1nnc2sc(SCC(=O)N3CCCc4ccccc43)nn2c1=O | -3 | 9
Cc1ccc2c(c1)N(CC(=O)N1CCN(c3nc4ccccc4s3)CC1)C(=O)C(C)O2 (centres undefined) | 12 | 4
COc1cccc2cc3c(=O)oc4ccccc4c3nc12 | 3 | 11
CC(C)NC(=O)c1ccc2c(=O)n(C3CCCC3)c(=S)[nH]c2c1 | -5 | -6
CC(=O)c1cc2c(cc1NC(=O)CN1CCCCCC1)OCO2 | 18 | 3
CCCOC(=O)Nc1ccc(C(N)=O)cc1 | 4 | 14
CCOc1ccc(NC(=O)CN2CCN(CC(=O)Nc3ccc4c(c3)OCO4)CC2)cc1 | -7 | -9
CCc1nc2cc(Cl)c(Cl)cc2[nH]1 | 0 | 1
CCOC(=O)c1[nH]c2ccc(Cl)cc2c1NC(=O)c1nonc1C | 1 | -2
COc1ccc(C(=O)NC(=S)Nc2nc(C)c(C(=O)N(C)C)s2)cc1 | 14 | -3
Nc1c(C(=O)NCc2ccccc2)c2nc3ccccc3nc2n1-c1ccc2c(c1)OCO2 | 4 | -2
COc1cccc(-c2nnc(N(C)C(=O)C3CCOC3)s2)c1 (centres undefined) | -6 | 32
COc1ccc(COCC(O)CN2CCOCC2)cc1OC (centres undefined) | -10 | -5
Cc1ccc(-c2nnn(CC(=O)Nc3ccc(S(=O)(=O)N4CCC(C)CC4)cc3)n2)cc1 | -4 | 3
COc1ccc(C2C(C#N)=C(N)Oc3n[nH]c(C)c32)cc1CN1CCN(c2ccc(F)cc2)CC1 (centres undefined) | 3 | 9
O=C(C=C1CCN(c2ncc(C(F)(F)F)cc2Cl)CC1)NNC(=O)Nc1ccccc1 | -1 | 7
O=C(CSCCO)Nc1cccc(C(F)(F)F)c1 | -15 | 6
Cc1noc(C)c1S(=O)(=O)N(CC(=O)O)c1ccc2c(c1)OCO2 | 5 | -5
CN(C)S(=O)(=O)c1cccc(C(=O)Nc2cccnc2)c1 | 4 | 0
Cc1ccc(C(=O)/C=C/Nc2ccc([N+](=O)[O-])cc2Br)cc1 | -6 | u
Cc1cc(C(=O)CSc2n[nH]c(N)n2)c(C)n1C1CC1 | -20 | 6
CN(C)S(=O)(=O)N1CCc2ccccc2C1 | -9 | -1
O=C(CCSCCC(=O)NCCN1CCOCC1)NCCN1CCOCC1 | 4 | 0
COc1ccc(NCc2nnc(SCC(=O)N3CCCc4ccccc43)n2C)cc1 | -3 | 3

More results follow:
SMILES | RAD54 branch | esBAF inh
CCOC(=O)CNC(=O)CSc1ncnc2c1nnn2-c1ccc(F)cc1 | 0 | -3
CCOC(=O)c1ccc(NC(=O)Cn2nnc3ccccc32)cc1 | -7 | 95*
CC(=O)N1CCc2cc(S(=O)(=O)Nc3cccc(C(F)(F)F)c3)ccc21 | -4 | -8
Cc1ccc(SCCNC(=S)Nc2ccc(C)c(C)c2)cc1 | 7 | 0
CCCCN1C(=O)C2NN=C(C(=O)OC)C2C1=O (centres undefined) | 2 | 3
O=C(Nc1nc2ccccc2n1CCN1CCCCC1)C1CCCCC1 | -9 | -6
O=C1CC(N2CCN(c3cccc(C(F)(F)F)c3)CC2)C(=O)N1c1ccccc1 (centres undefined) | 8 | 5
O=C(C1CC1)N1CCc2cc(S(=O)(=O)NCC3COc4ccccc4O3)ccc21 (centres undefined) | -11 | 2
Cc1sc(NC(=O)CN2CCN(c3ccccn3)CC2)c(C#N)c1C | 2 | -8
CCOC(=O)c1c(NC(=S)Nc2ccc(F)cc2)sc2c1CCC2 | 3 | -9
COc1ccccc1Oc1ccc2c(c1)C(=O)N(c1cccc(O)c1)C2=O | -15 | 34
N#CCCSc1nc(N2CCOCC2)c2c(c1C#N)CCCC2 | -2 | -1
CN(Cc1nnc(SCC(=O)NCCc2ccccc2)n1C)S(=O)(=O)c1ccccc1 | -19 | 3
COc1ccccc1N(CC(=O)NCc1cccnc1)S(C)(=O)=O | 1 | -4
CC(C)CCNC(=O)c1ccc(C2SCC(=O)N2Cc2ccco2)cc1 (centres undefined) | -7 | 1
Cc1ccc(CN=C2Nc3ccccc3CS2)cc1 | -20 | -5
Cc1ccc2c(c1)c1c3n2CCN=C3CCC1 | 13 | -11
O=C(Nc1cnn(Cc2ccccc2)c1)c1nc2ncccn2n1 | -2 | 32
C#CCSC1=C(C#N)C(c2cccs2)C(C(=O)OCC)=C(C)N1 (centres undefined) | 13 | 10
Cn1c(SCC(=O)NC(c2ccccc2)c2ccccc2)nnc1-c1cccs1 | -1 | 1
CCOC(=O)c1nnn(CC(=O)Nc2cccc(OC)c2)c1C(=O)OCC | -6 | -4
CS(=O)(=O)NCCSCc1ccccc1 | -4 | -6
CC(=O)Nc1ccc(N2C(=O)CC(c3ccccc3)CC2=O)cc1 | -1 | 3
Cc1cccc(N(CC(=O)Nc2c(C)n(C)n(-c3ccccc3)c2=O)S(C)(=O)=O)c1 | -10 | -1
CCCCCCc1nc2ccccc2c(=O)n1NC(=O)c1c(O)c2c(n(CC(C)C)c1=O)CCCC2 | 10 | -6

Carrying on.
SMILES | RAD54 branch | esBAF inh
O=C(Nc1nnc(COc2ccccc2)s1)C1CCN(S(=O)(=O)c2ccc(Cl)cc2)CC1 | 1 | -8
O=C(NCCO)C(c1ccccc1)c1ccccc1 | -5 | -8
COc1ccc(N(C)C2=NS(=O)(=O)c3ccccc32)cc1 | 3 | -5
NC(Cc1ccc2nonc2c1)C(=O)O (centres undefined) | 5 | -3
CCOC(=O)CSc1nc(N)c2c3c(sc2n1)CCCC3 | -13 | 4
N#CC1=C(O)CCCn2c1nc1ccccc1c2=O | -5 | 4
COc1ccc(OCC(=O)NNc2c3ccccc3nc3ccccc23)cc1 | -3 | -4
CCOC(=O)Cn1nc(CC)c2ccccc2c1=O | -3 | 0
CC(C)NC(=O)CSCc1ccccc1Cl | -5 | 7
CCCCn1c(N)c(Sc2ccc(C)cc2)c(=O)[nH]c1=O | -9 | -11
O=C(Nc1ccc2oc(-c3cccnc3)nc2c1)c1ccc(Br)o1 | 1 | -1
CC(C)CNC(=O)c1ccccc1NC(=O)CSCc1ccccc1 | -7 | 1
CC(=O)C(C)Oc1ccc2c3c(c(=O)oc2c1C)CCCC3 (centres undefined) | -5 | 58*
CSc1nc2sc3c(c2c(=O)n1C)CCC(C)C3 (centres undefined) | 3 | 15
C=CCn1c(C(C)NC(=O)c2ccccc2)n[nH]c1=S (centres undefined) | 2 | 0
COc1ccc(C(=O)/C=C/Nc2ccc(NC(C)=O)cc2)cc1OC | -10 | -5
CCOC(=O)C1CCN(C(=O)c2ccc(OC)cc2OC)CC1 | -7 | -2
COc1ccc(S(N)(=O)=O)cc1C(=O)NCCCN1CCN(c2cccc(Cl)c2)CC1 | -1 | 18
CCOc1cccc(-c2cc(=O)[nH][nH]2)c1 | 6 | 8
COc1ccc2[nH]c(=S)[nH]c2c1 | 6 | -6
COc1cc(C)ccc1NC(=O)c1ccc(S(=O)(=O)N2CCOCC2)cc1 | -12 | -5
O=C(COC(=O)CCc1nc2ccccc2s1)Nc1cccc(S(=O)(=O)N2CCOCC2)c1 | -1 | -4
CCCSc1cc(=O)n(-c2ccccc2)nc1C(=O)OCC | -11 | 2
COC(=O)c1sccc1NC(=O)c1sccc1C | -1 | 7
C=CCNc1nc(SC)nc2ccsc12 | 15 | -7

Three entries from above, ordered by the value under esBAF inh, ascending:
SMILES | esBAF inh
Cc1ccc2cc(CN(CC3CCCO3)C(=O)NC3CCCCC3)c(=O)[nH]c2c1C (centres undefined) | -21
CCCC(C)C(=O)Nc1ccc(NC(C)=O)cc1 (centres undefined) | -9
COc1ccc(C(=O)/C=C/Nc2ccc(NC(C)=O)cc2)cc1OC | -5

(more compounds)
SMILES | RAD54 branch | esBAF inh
C=CCN1C(=O)/C(=C2/Sc3ccccc3N2C)SC1=Nc1ccccc1C | -14 | 3
COC(=O)CN(C#N)c1nc(SC)nc(N(C)C)n1 | -3 | -2
Cc1nc2nc[nH]n2c(=O)c1CCC(C)C | 6 | -4
CC1Cn2c(nc3c2c(=O)[nH]c(=O)n3C)O1 (centres undefined) | -9 | -7
O=C(CN1NS(=O)(=O)c2ccccc2C1=O)Nc1ccccc1OC(F)F | 5 | -2
COC(=O)c1nn(-c2ccccc2)c(=O)cc1Oc1ccccc1 | -3 | 1
Cc1cc(C)c(S(=O)(=O)/N=C2\C=CC(=O)C(Cl)=C2)c(C)c1 | -4 | -9
Cc1cc(OCc2nc(-c3ccc(NC(=O)c4cccnc4)cc3)no2)ccc1Cl | -4 | 3
Cc1ccc(S(=O)(=O)NCCCCCC(N)=O)cc1 | 6 | -1
O=C(Nc1ccc(O)cc1)c1cc2n(n1)C(C(F)(F)F)CC(c1ccco1)N2 (centres undefined) | -3 | 9
CCNS(=O)(=O)c1ccc(NC(=O)Nc2cccc(OC)c2)cc1 | 1 | 17
Cc1cc(C)nc(N2CCCC(C(=O)NC3CCCC3)C2)n1 (centres undefined) | 7 | 5
O=C(NCCC1=CCCCC1)c1ccc(Br)o1 | -2 | 37
O=C(CCCOc1ccc(Cl)cc1Cl)Nc1ccncc1 | 6 | 14
COC(=O)Cc1c(C)c2ccc(OC(=O)c3ccco3)cc2oc1=O | -1 | -2
CCCC(=O)NCCSC | -1 | -8
COCCNC(=O)COc1cc(=O)n(C)c2ccccc12 | -10 | -9
c1ccc(SCc2nc3ccccc3[nH]2)nc1 | 1 | 30
CCOC(=O)c1cn(-c2nc(-c3ccc(Cl)c(Cl)c3)cs2)c2c(F)c(N3CCOCC3)c(F)cc2c1=O | -5 | -7
Cc1nn(C)cc1/C=N\NC(=O)c1ccc2c(c1)c(C)c(C)n2Cc1ccccc1 | 5 | 0

Structures listed so far containing an NH in an aromatic ring:
SMILES | RAD54 branch | esBAF inh
Cc1cc(C)c2c(=O)n(-c3ccccc3)[nH]c2n1 | 1 | 26
Cc1ccc2cc(CN(CC3CCCO3)C(=O)NC3CCCCC3)c(=O)[nH]c2c1C (centres undefined) | -3 | -21
O=C1c2[nH]nc(-c3ccccc3O)c2C(c2ccccc2)N1Cc1ccco1 (centres undefined) | -2 | -6
CC(C)NC(=O)c1ccc2c(=O)n(C3CCCC3)c(=S)[nH]c2c1 | -5 | -6
CCc1nc2cc(Cl)c(Cl)cc2[nH]1 | 0 | 1
CCOC(=O)c1[nH]c2ccc(Cl)cc2c1NC(=O)c1nonc1C | 1 | -2
COc1ccc(C2C(C#N)=C(N)Oc3n[nH]c(C)c32)cc1CN1CCN(c2ccc(F)cc2)CC1 (centres undefined) | 3 | 9
Cc1cc(C(=O)CSc2n[nH]c(N)n2)c(C)n1C1CC1 | -20 | 6
CCCCn1c(N)c(Sc2ccc(C)cc2)c(=O)[nH]c1=O | -9 | -11
C=CCn1c(C(C)NC(=O)c2ccccc2)n[nH]c1=S (centres undefined) | 2 | 0
CCOc1cccc(-c2cc(=O)[nH][nH]2)c1 | 6 | 8
COc1ccc2[nH]c(=S)[nH]c2c1 | 6 | -6
Cc1nc2nc[nH]n2c(=O)c1CCC(C)C | 6 | -4
CC1Cn2c(nc3c2c(=O)[nH]c(=O)n3C)O1 (centres undefined) | -9 | -7
c1ccc(SCc2nc3ccccc3[nH]2)nc1 | 1 | 30

esBAF inh, what is marked active above
| molecule | esBAF inh |
| --- | --- |
| CCOC(=O)c1ccc(NC(=O)Cn2nnc3ccccc32)cc1 | 95* |
| CC(=O)C(C)Oc1ccc2c3c(c(=O)oc2c1C)CCCC3 (centres undefined) | 58* |

Some of the compounds tested. The share of hits here may be higher or lower than overall.
